Compound activity (PubChem)
Avidin bead fluor – avidin bead compound fluorescence profile. Avidin beads, compound fluorescence 488/530 nm, flow cytometry; hits give high values. fluorescence (KMESF) at 10 µM. 220,000 tested, 0.38% active. AID 1775; in the data active = fluorescence above about 47; also: inactives centre near 10
Rac1 mut GTP – modulators of GTP binding to human Rac1 activated mutant | GST-Rac1 activated beads, fluorescent GTP binding, flow cytometry; actives lie on both sides; 100% means binding = to untreated wells | percent activity (GTP binding), % at 10 µM | 190,000 tested, 0.11% active;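 active = GTP binding at least 20 percentage points away from the 100% baseline, in either direction, so actives lie on both sides; inconclusive = Compound likely fluorescent itself, or too few beads counted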
Rab7 wt GTP bind – dog Rab7 wildtype GTP binding, inhibitors and activators; GST-Rab7 beads, fluorescent GTP binding, flow cytometry; actives lie on both sides; untreated = 100%, excess cold GTP = 0%; GTP binding activity (percent of control), % at 10 µM; 190,000 tested, 0.055% active; AID 758;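 active = fluorescent GTP binding to Rab7 beads changed by at least 20 points from the 100% baseline, either direction, mostly lower; inconclusive = compound itself probably fluorescent, or too few beads counted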;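 also: median green fluorescence of bound Bodipy-FL-GTP per Rab7 bead population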
GSH bead fluor – compound fluoresces at 488/530 nm on GSH beads; GSH beads flow cytometry, compound fluorescence 488/530 nm; hits give high values; fluorescence (KMESF) at 10 µM; AID 1776; 190,000 tested, 0.25% active; in the data active = fluorescence above about 89;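 also: glutathione beads carrying GST-tagged Bcl family fusion proteins plus one bare bead set; values are compound well signal with DMSO vehicle wells as background; inactives centre near 16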
Pf gamet viab – kills late stage P. falciparum gametocytes; P. falciparum stage V gametocytes, ATP luminescence, 24 h; inhibition, % at 10.9 µM; 150,000 tested, 0.065% active; AID 743093;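 active = inhibition above the mean plus 3 SD of compounds within the control limits, set per campaign, cut at about 38% in these data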;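 also: 0% = DMSO wells and 100% = medium only without gametocytes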
Mcl1-Bid inh – disrupts binding of human Mcl-1 to Bid peptide; inhibition, % at 21.7 µM; 220,000 tested, 0.97% active; TR-FRET Mcl-1/Bid-Dy647 peptide binding, 1536-well; AID 1021;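 active = compounds that cut the binding signal by more than half at the single screening dose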;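 also: His-tagged Mcl-1 with europium anti-His antibody binding Bid BH3 peptide; 0% = Mcl-1 plus peptide wells and 100% = peptide-only wells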
Target sequence (Q07820 whole entry, looked up): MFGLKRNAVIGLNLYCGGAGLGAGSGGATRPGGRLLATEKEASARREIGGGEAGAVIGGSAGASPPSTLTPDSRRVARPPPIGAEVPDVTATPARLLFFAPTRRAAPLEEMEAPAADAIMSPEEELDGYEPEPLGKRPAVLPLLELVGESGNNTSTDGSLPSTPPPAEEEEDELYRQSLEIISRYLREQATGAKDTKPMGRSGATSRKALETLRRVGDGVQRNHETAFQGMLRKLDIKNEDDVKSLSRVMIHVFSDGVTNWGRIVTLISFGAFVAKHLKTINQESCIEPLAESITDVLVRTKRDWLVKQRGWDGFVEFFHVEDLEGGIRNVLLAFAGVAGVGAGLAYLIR
Rab2 wt GTP – changes GTP binding to wildtype dog Rab2A, up or down. P61105. GST-Rab2 wt beads, Bodipy-GTP binding, flow cytometry. GTP binding activity, % at 10 µM. 190,000 tested, 0.19% active;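 active = GTP binding activity at least 20 points away from 100%, either lowered or raised; inconclusive = signal likely due to the compound's own green fluorescence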;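 also: 0% = beads with excess unlabeled GTP and 100% = no-compound control corrected for plate trend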
Rac1 wt GTP bind – human Rac1 wildtype GTP binding, inhibitors and activators | AID 757 | GST-Rac1 beads, fluorescent GTP binding, flow cytometry; actives lie on both sides; 0 = cold GTP competed, 100 = untreated | GTP binding activity (% of control), % at 10 µM | P63000 | 190,000 tested, 0.27% active;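 active = GTP binding activity at least 20 points away from the 100% control level, either lower or higher; inconclusive = compound flagged as likely green fluorescent, judged across all proteins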
HRas wt GTP bind – human HRas wildtype GTP binding, change in either direction | GST-Ras wt beads, Bodipy-FL-GTP binding, flow cytometry; actives lie on both sides | GTP binding activity, % at 10 µM | 190,000 tested, 0.14% active;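 active = GTP binding activity at least 20% away from the 100% baseline, either lowered as inhibitor or raised as activator; inconclusive = flagged as likely green fluorescent, judged across all proteins in the well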;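 also: 0% = unlabeled GTP competition control and 100% = no-compound control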
Target sequence (P01112 whole entry, looked up): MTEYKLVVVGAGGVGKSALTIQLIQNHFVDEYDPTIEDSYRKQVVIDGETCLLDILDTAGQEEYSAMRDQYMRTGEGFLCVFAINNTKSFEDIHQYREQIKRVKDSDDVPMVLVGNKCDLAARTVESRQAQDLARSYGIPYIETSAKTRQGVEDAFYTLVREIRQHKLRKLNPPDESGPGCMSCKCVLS
Mcl1-Noxa inh – Mcl-1/Noxa interaction inhibition | Q07820 | TR-FRET Mcl-1/Noxa peptide binding, 2 h | inhibition, % at 21.7 µM | 220,000 tested, 1.5% active;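 active = compounds that cut the protein-peptide binding signal by more than 50% relative to plate controls in a single-dose test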;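 also: His-tagged Mcl-1 with rhodamine Noxa BH3 peptide and terbium anti-His antibody; 0% = Mcl-1 plus Noxa peptide wells and 100% = peptide-only wells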
Cdc42 wt GTP – changes GTP binding to wildtype human Cdc42. P60953. GST-Cdc42 beads, Bodipy-GTP binding, flow cytometry; actives lie on both sides. percent activity (GTP binding), % at 10 µM. 190,000 tested, 0.2% active. AID 761;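 active = percent activity GTP binding at least 20 points away from the 100% baseline, either down as inhibitor or up as activator; inconclusive = compound flagged as likely green fluorescent from well-wide comparison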;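 also: median bead fluorescence of bound Bodipy-FL-GTP at 100 nM; 0% = excess unlabeled GTP control and 100% = no compound control; below 100% means less GTP binding so inhibitor and above means activator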
Target sequence (P60953 whole entry, looked up): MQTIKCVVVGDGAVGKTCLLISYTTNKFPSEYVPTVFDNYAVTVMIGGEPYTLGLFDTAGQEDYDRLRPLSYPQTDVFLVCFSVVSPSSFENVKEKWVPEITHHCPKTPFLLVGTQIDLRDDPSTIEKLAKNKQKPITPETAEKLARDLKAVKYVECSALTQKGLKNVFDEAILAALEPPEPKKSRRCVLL
* marks the source's active call; other numbers are inactive results; ? = inconclusive; . = not tested or not shown. Outcome played no part in choosing rows. Share with any hit: about 3%.

SMILES	Avidin bead fluor	Rac1 mut GTP	Rab7 wt GTP bind	GSH bead fluor	Pf gamet viab	Mcl1-Bid inh	Rab2 wt GTP	Rac1 wt GTP bind	HRas wt GTP bind	Mcl1-Noxa inh	Cdc42 wt GTP
Fc1cccc(CSc2ncnc3c2oc2ccccc23)c1	10	94	93	29	2	-4	94	96	96	-178	97
Cc1ccc(S(=O)(=O)N(C)c2c(C)ccc(S(=O)(=O)Nc3ccncc3)c2C)cc1	2	99	95	6	3	-20	96	105	96	8	99
Cc1ccc(C(=O)C(NC(=O)c2ccco2)Nc2sc3c(c2C(N)=O)CCCC3)cc1 (stereo not given)	5	98	102	29	.	-22	98	106	101	16	102
CC(=O)Nc1ccc(S(=O)(=O)NC2(C(F)(F)F)C(=O)Nc3c2c(=O)[nH]c(=O)n3Cc2cccnc2)cc1 (stereo not given)	4	98	97	19	-9	-79	96	101	98	56*	96
O=C(NC1CCCCCC1)c1ccc[nH]c1=S	13	98	98	15	20	-129	101	100	98	16	103
CC(=O)Nc1nc2ccccc2n1CCOc1ccccc1Cl	15	98	97	48	-6	2	99	100	99	17	99
O=c1cc(NCCCO)c2ccccc2o1	22	98	102	11	.	-27	102	103	106	6	105
O=C(CSCc1ccc([N+](=O)[O-])cc1)Nc1cccc(C(=O)Nc2ccccc2C(=O)O)c1	8	97	100	9	27	5	102	103	100	6	101
COc1cccc(NC(=O)N2CCN(c3cccc(C)c3)C(C)C2)c1 (stereo not given)	25	97	98	24	.	-15	97	100	100	-8	100
CCOC(=O)C(C)n1nc(/C=C/c2ccccc2)ccc1=O (stereo not given)	34	103	101	18	.	-4	100	103	102	-10	105
O=C(NCc1ccccc1Cl)c1cccc(NC(=O)c2ccccc2)c1	6	98	100	12	-3	-29	97	101	99	10	101
COc1ccc(F)cc1S(=O)(=O)Nc1ccc2c(c1)OCO2	11	93	93	39	.	-13	93	92	94	.	97
C=Cc1cccc(NC(=O)COc2ccccc2)c1	12	93	99	23	.	0	96	94	96	16	96
CC(c1ccco1)N(Cc1ccco1)C(=O)Nc1ccccc1 (stereo not given)	9	100	100	11	.	-21	103	107	101	9	103
CCOc1cc(CNCc2ccccn2)ccc1OCC(=O)NC(C)(C)C	21	99	97	15	-24	14	101	102	97	26	101
Cc1ccc2cccc(S(=O)(=O)N3CCN(c4ccccc4F)CC3)c2n1	23	100	106	12	.	-13	98	101	101	18	99
CN(CC(=O)Nc1ccc(C#N)cc1)Cc1ccc(Cl)cc1Cl	12	95	98	17	-6	-14	97	100	97	8	95
CC(NC(=O)NC12CC3CC(CC(C3)C1)C2)C1CCCO1 (stereo not given)	9	99	103	8	-4	-11	104	110	105	0	109
COc1ccc(-c2cc3nc(C)cc(N4CC(C)CC(C)C4)n3n2)cc1 (stereo not given)	6	99	101	30	-37	-2	99	103	101	9	101
C/C(CC(=O)Nc1cccc(Cl)c1C)=N\NC(=O)C(=O)NCC(C)C	14	97	96	23	.	0	97	106	98	2	100
CSc1nnc(C)c(=O)n1COC(=O)COc1ccc2ccccc2c1	20	99	97	13	.	6	99	100	98	-10	102
COc1ccccc1CNC(=O)CCS(=O)(=O)c1ccc2c(c1)CCCN2C(C)=O	8	105	103	13	6	-8	103	109	106	9	103
COc1cc(/C=N/NC(=O)CCNC(=O)c2ccccc2Cl)ccc1O	11	94	100	14	-4	-10	98	96	98	19	96
Cc1ccc(S(=O)(=O)CC(O)CN2CCCC2=O)cc1 (stereo not given)	20	96	96	12	4	2	97	97	98	-3	99

Sorted by count of non-hydrogen atoms (descending): 7 of the compounds above.
SMILES	Avidin bead fluor	Rac1 mut GTP	Rab7 wt GTP bind	GSH bead fluor	Pf gamet viab	Mcl1-Bid inh	Rab2 wt GTP	Rac1 wt GTP bind	HRas wt GTP bind	Mcl1-Noxa inh	Cdc42 wt GTP
Cc1ccc2cccc(S(=O)(=O)N3CCN(c4ccccc4F)CC3)c2n1	23	100	106	12	.	-13	98	101	101	18	99
COc1cc(/C=N/NC(=O)CCNC(=O)c2ccccc2Cl)ccc1O	11	94	100	14	-4	-10	98	96	98	19	96
C/C(CC(=O)Nc1cccc(Cl)c1C)=N\NC(=O)C(=O)NCC(C)C	14	97	96	23	.	0	97	106	98	2	100
CN(CC(=O)Nc1ccc(C#N)cc1)Cc1ccc(Cl)cc1Cl	12	95	98	17	-6	-14	97	100	97	8	95
CC(NC(=O)NC12CC3CC(CC(C3)C1)C2)C1CCCO1 (stereo not given)	9	99	103	8	-4	-11	104	110	105	0	109
Cc1ccc(S(=O)(=O)CC(O)CN2CCCC2=O)cc1 (stereo not given)	20	96	96	12	4	2	97	97	98	-3	99
C=Cc1cccc(NC(=O)COc2ccccc2)c1	12	93	99	23	.	0	96	94	96	16	96

Continued:
SMILES	Avidin bead fluor	Rac1 mut GTP	Rab7 wt GTP bind	GSH bead fluor	Pf gamet viab	Mcl1-Bid inh	Rab2 wt GTP	Rac1 wt GTP bind	HRas wt GTP bind	Mcl1-Noxa inh	Cdc42 wt GTP
COc1nc(OCCNC(=O)Nc2ccccc2)nc(N(C)C)n1	11	96	98	48	.	4	97	97	97	-11	99
CN1CCN(CCOc2ccc(Cl)c(Cl)c2)CC1	15	98	101	9	-1	11	98	101	99	33	98
COc1ccc(OC(C)C(=O)Nc2ccc([N+](=O)[O-])cc2)cc1 (stereo not given)	12	96	101	10	6	9	96	98	98	11	100
Cc1nc2ccc(S(=O)(=O)NC(CC(C)C)C(=O)O)cc2s1 (stereo not given)	17	100	104	29	5	-17	104	104	105	10	105
O=c1c2ccccc2cnn1Cc1n[nH]c(=S)n1-c1ccccc1Cl	11	100	99	12	-2	-62	97	103	99	12	101
O=C(Cn1nnc(-c2ccccc2)n1)NCc1ccco1	3	96	100	39	.	-10	101	98	99	19	96
C=CCn1c(CNC(=O)c2ccco2)nnc1SCC(=O)Nc1cccc(Br)c1	14	101	100	22	.	-16	103	99	102	11	101
COc1ccc(C2C(C#N)=C(N)Oc3c2ccc2cccnc32)cc1OC (stereo not given)	9	95	107	17	-34	-18	97	97	100	12	95
O=C(COc1cccc(Cl)c1Cl)Nc1ccc2c(c1)CCC2	11	100	100	11	.	-14	100	103	100	-4	101
Cc1c(-n2c(O)c(C3=c4ccccc4=NC3=O)sc2=S)c(=O)n(-c2ccccc2)n1C	14	97	93	12	-20	32	96	97	99	53*	98
CC1CCCN(C(=S)Nc2ccc(F)cc2)C1 (stereo not given)	6	95	97	20	-3	-28	97	99	96	1	95
CCOc1ccccc1NC(=O)CCn1cccc1	11	96	106	16	19	-17	100	97	98	-7	94
Cc1cc(C)c2c(c1)/C(=N/NS(=O)(=O)c1ccc(Br)cc1)CCC2	14	98	104	49	4	-15	100	112	101	-4	98
CCOC(=O)C1C(C)=CC(=O)CC1c1ccco1 (stereo not given)	10	100	101	26	.	-11	102	105	102	-11	104
O=C(NCC(=O)N(c1ccc2c(c1)OCO2)C(C(=O)NC1CCCC1)c1ccncc1)c1ccco1 (stereo not given)	12	99	106	8	.	-31	103	104	104	13	103
CC1=C(C(=O)OCc2ccc(C)cc2)C(c2ccc(O)c([N+](=O)[O-])c2)NC(=O)N1 (stereo not given)	24	?	?	33	9	-22	?	?	?	-14	?
CC(C)C(Nc1ncnc2c1oc1ccccc12)C(=O)O (stereo not given)	3	97	106	11	33	-6	100	103	101	10	98
Cc1ccc(/C=C/C(=O)N2CC(=O)Nc3ccccc32)o1	11	96	95	9	-12	-6	99	99	96	16	97
Cc1ccsc1C(=O)Nc1ccc(F)c([N+](=O)[O-])c1	12	103	104	13	-3	-8	101	106	102	10	104
CCn1c(COc2ccc(=O)n(-c3ccccc3)n2)nnc1SC	25	95	97	12	3	-6	94	102	97	13	95
CCOC(=O)C(=CNc1cc(C)nn1-c1ccccc1)C(=O)OCC	15	100	103	36	13	-11	101	107	102	0	101
Cc1ccc(-c2nc(CS(=O)(=O)CC(=O)NCCCN3CCN(C)CC3)c(C)o2)cc1	7	100	103	16	.	-16	102	101	101	3	104
Cc1ccc(CNC(=O)CNS(=O)(=O)c2ccc3nc(C)sc3c2)cc1	9	93	101	10	-11	-19	95	97	97	7	93
CCOc1ccc(CCNC(=O)C2CCC(=O)N2CCc2ccccc2)cc1OCC (stereo not given)	6	100	100	43	.	-19	100	108	101	-3	106
COCCOC(=O)C1=C(C)NC(=O)NC1c1ccc(OC(=O)c2ccco2)c(OC)c1 (stereo not given)	11	103	104	13	.	44	104	105	105	-3	107
O=C(COC(=O)Cc1ccccc1F)Nc1ccc2c(c1)OCCO2	10	100	103	9	-19	-6	100	106	102	17	102
Cc1nn(C)cc1/C=C/C(=O)c1cccs1	6	95	99	18	-8	-11	97	100	97	12	99
CC(=O)N1C(C(=O)O)CSC1c1cccc(C)c1 (stereo not given)	6	98	97	29	.	-7	99	102	98	8	99
CCCCN1C(=O)C(NC(C)=O)c2cc(Br)ccc21 (stereo not given)	10	98	98	29	-22	20	97	99	98	-3	95
Nc1c(S(=O)(=O)c2cccs2)c2nc3ccccc3nc2n1CCc1ccccc1	7	91	94	43	13	38	88	92	90	10	90
O=C(Nc1ccccc1)C1=C[C@@H](c2csc3ccccc23)C[C@@H](OCc2ccc(CO)cc2)O1	5	98	95	20	-16	4	98	100	98	-8	101
Cc1ccc(-c2nc3ccccn3c2C=O)cc1	9	97	96	23	-17	-44	97	98	94	-26	99
Cc1ccc(NC(=O)c2ccc(-n3cccn3)nc2)cc1	24	95	98	12	-5	-12	95	97	96	4	97
CC(C)(C)c1ccc(C(=O)NCc2cccnc2)cc1	13	101	99	23	.	8	103	101	104	14	103
